GRP78 ERSR act – ER stress response induction in glioma; U87-MG GRP78 promoter luciferase reporter, 16 h; Potency, µM, for the others: top-dose activation, hits mostly activators; 0.02% of 420,000 active; AID 602332; active = well fitted activation curve with a large enough effect; inconclusive = small, poorly fitted or top-dose-only effect; inactive = no such curve, though single readings can be large or run the other way; also: series mostly up to about 76 µM; % of control where 0% means no effect; nearly all actives have a fitted effect of over 35% in size
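Stably transfected U87-MG human glioma cells carrying a GRP78-based luminescent sensor were seeded at 1000 cells/well, pin-dosed with compounds and incubated 16 h. Luciferase reagent was then added, and end-point luminescence was read after 10 min at room temperature.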
* = called active by the depositor; & = joins results of further samples. Potency is read from the fitted curve at half-maximal effect.

Results for O=c1c(CCc2ccccc2)nc2cnc(Nc3ccccc3)nc2n1C[C@H]1CCCO1 ?
GRP78 ERSR act: -3%

What do the screens show for `Cc1cc2oc(=O)cc(-c3ccccc3)c2c(C)c1/C=C/c1ccc(F)cc1`?
GRP78 ERSR act: -1%

Results for C[C@@]12C=CC(=O)C=C1CC[C@H]1[C@H]3CC[C@](O)(C(=O)CO)[C@]3(C)CC(=O)[C@@H]12 ?
GRP78 ERSR act: -6%

Results for Cc1nc2sccn2c1CN1CCOc2ccc(CN3CCN(c4ccc(F)cc4)CC3)cc2C1 ?
GRP78 ERSR act: -3%

How did Cn1cccc1C(=O)N1CCC[C@@]2(CCN(Cc3cc(C(F)(F)F)cc(C(F)(F)F)c3)C2)C1 do in these assays?
GRP78 ERSR act: -4%

How did COC(=O)C1=C(C)NC(C)=C(C(=O)OCC(C)=O)C1c1ccccc1[N+](=O)[O-] (centres undefined) do in these assays?
GRP78 ERSR act: -5%

Results for COC1C(O)C(CO)OC1n1cnc2c(NC3CCCCC3)ncnc21 (centres undefined) ?
GRP78 ERSR act: -6%

How did Cn1cc(-c2nc3cncnc3n(Cc3ccccc3Cl)c2=O)c2ccccc21 do in these assays?
GRP78 ERSR act: -1%

Results for CC(C)NC(=O)N1CC2(CCN(S(=O)(=O)c3ccccc3)CC2)C1 ?
GRP78 ERSR act: -1%

What do the screens show for `COC(=O)C/C=C\[C@@H](C)[C@H]1C=C[C@H](O)[C@@H](CO)O1`?
GRP78 ERSR act: -5%

What do the screens show for `CCCCNC(=O)NS(=O)(=O)c1ccc(C(=O)O)cc1`?
GRP78 ERSR act: -8%

How did COc1cccc(CN2CCC3(CC2)c2ccccc2[C@@H](NC(=O)c2ccccc2)[C@@H]3O)c1O do in these assays?
GRP78 ERSR act: -4%

Results for Cc1cc(C)c(-c2cc([C@H](C)O/N=C3/[C@H]4OC4[C@@H](O)[C@H]4[C@H]3CCn3c(=O)n(-c5ccccc5)c(=O)n34)on2)c(C)c1 (some centres undefined) ?
GRP78 ERSR act: -5%

What do the screens show for `CC(=O)N1CCC2(CCN(Cc3ccncc3)CC2)CC1`?
GRP78 ERSR act: -2%

What do the screens show for `COc1cccc(-c2cncnc2-n2ccnc2)c1`?
GRP78 ERSR act: 4%

What do the screens show for `Cc1ccccc1C1(CC(=O)N2CCOCC2)CC(=O)N(Cc2cccnc2)C1=O` (centres undefined)?
GRP78 ERSR act: -4%

Results for COC(=O)NC(c1cccc(F)c1)[C@@]1(C(=O)OC)CCCC1=O (some centres undefined) ?
GRP78 ERSR act: -4%

How did Cc1ccc(CN2C[C@H](Sc3ccccn3)C[C@H]2C(=O)Nc2ccc3sc(C)nc3c2)c(C)c1 do in these assays?
GRP78 ERSR act: -4%

How did COCc1c(C(=O)N2CCC(N(C)C)C2)cnn1-c1ncc2c(n1)-c1ccccc1CCC2 (centres undefined) do in these assays?
GRP78 ERSR act: -4%

Results for CCN1CCCC1CNC(=O)c1cnn(-c2nccc(-c3cccs3)n2)c1C1CC1 (centres undefined) ?
GRP78 ERSR act: -1%

Brought forward from above: four compounds, then new ones.
Results for COC(=O)NC(c1cccc(F)c1)[C@@]1(C(=O)OC)CCCC1=O (some centres undefined) ?
GRP78 ERSR act: -4%

How did Cc1ccc(CN2C[C@H](Sc3ccccn3)C[C@H]2C(=O)Nc2ccc3sc(C)nc3c2)c(C)c1 do in these assays?
GRP78 ERSR act: -4%

How did COCc1c(C(=O)N2CCC(N(C)C)C2)cnn1-c1ncc2c(n1)-c1ccccc1CCC2 (centres undefined) do in these assays?
GRP78 ERSR act: -4%

Results for CCN1CCCC1CNC(=O)c1cnn(-c2nccc(-c3cccs3)n2)c1C1CC1 (centres undefined) ?
GRP78 ERSR act: -1%

How did c1ccc(CN2CCN(Cc3ccc4c(c3)CN(Cc3c[nH]c5ccccc35)CCO4)CC2)nc1 do in these assays?
GRP78 ERSR act: -4%

What do the screens show for `COc1ccc(NC(=O)N2CCCC3(CCNCC3)C2)cc1`?
GRP78 ERSR act: 3%

What do the screens show for `CS(=O)(=O)N1CCC2(CCCN(C(=O)Nc3cccc(F)c3)C2)CC1`?
GRP78 ERSR act: -2%

Results for COC(=O)/C(=C1\OC(=O)C(c2ccccc2)C1=O)c1ccccc1 (centres undefined) ?
GRP78 ERSR act: -4%

How did COc1ccc(-c2nc3cnc(N4CCNCC4)nc3n(Cc3cccs3)c2=O)cc1 do in these assays?
GRP78 ERSR act: -10%

Results for CN(C)Cc1ccccc1-c1ccc2ncnc(NCc3cccs3)c2c1 ?
GRP78 ERSR act: -3%

How did O=C(NCc1ccncc1)c1cnn(-c2ncc3c(n2)-c2ccccc2CC3)c1C1CC1 do in these assays?
GRP78 ERSR act: -2%

Results for Cc1oc(-c2ccccc2NC(=O)C2CCC2)nc1CNC(=O)c1cccc(C(F)(F)F)c1 ?
GRP78 ERSR act: -6%

How did O=P(O)(O)C(O)c1ccc2ccccc2c1 (centres undefined) do in these assays?
GRP78 ERSR act: -1%

How did C[C@@]12CCC(=O)C=C1C=CC1C2CC[C@]2(C)C1CC[C@@]21CCC(=O)O1 (some centres undefined) do in these assays?
GRP78 ERSR act: -3%

Results for CS(=O)(=O)N1CCC2(CCN(Cc3ccncc3)CC2)CC1 ?
GRP78 ERSR act: -1%

How did COc1cc(C(=O)NC2CCCNC2)cc(OC)c1OC (centres undefined) do in these assays?
GRP78 ERSR act: -2%

What do the screens show for `CN(C)C(=O)c1ccc(-c2nccc(NCc3cccnc3)n2)cc1`?
GRP78 ERSR act: -5%

Results for C#C[C@]1(O)CC[C@@H]2[C@H]3CCc4cc(OC)ccc4[C@@H]3CC[C@@]21C ?
GRP78 ERSR act: 3%

What do the screens show for `Cc1cc2c(cc1Cl)C(c1ccc3c(c1)OCO3)CC(=O)O2` (centres undefined)?
GRP78 ERSR act: -3%

Results for CC(C)C[C@H](NC(=O)[C@H](CC(C)C)NC(=O)[C@@H](Cc1c[nH]c2ccccc12)NC(=O)[C@H](Cc1ccccc1)NC(=O)[C@@H](Cc1c[nH]c2ccccc12)NC(=O)[C@H](CCC(N)=O)NC(=O)[C@H](CCC(N)=O)NC(=O)[C@@H]1CCCN1C(=O)[C@H](CCCCN)NC(=O)[C@@H]1CCCN1C(=O)[C@H](N)CCCN=C(N)N)C(N)=O ?
GRP78 ERSR act: -5%

Results for C=C[C@@]1(C)CC(=O)[C@]2(O)[C@@]3(C)[C@H](O)CCC(C)(C)[C@@H]3[C@H](O)[C@H](OC(C)=O)[C@@]2(C)O1 ?
GRP78 ERSR act: -4%

How did O=c1cc(-c2ccccc2)oc2c(O)c(O)ccc12 do in these assays?
GRP78 ERSR act: 0%

What do the screens show for `CS(=O)(=O)N1CCC2(CC1)CN(c1ccccc1)C2`?
GRP78 ERSR act: 10%

What do the screens show for `COc1ccc(-c2nc3cnc(N(C)C)nc3n(-c3ccccc3)c2=O)cc1`?
GRP78 ERSR act: -1%

What do the screens show for `O=C(CN1Cc2ccccc2OC(c2ccccc2F)C1)NC(c1ccccn1)C(F)(F)F` (centres undefined)?
GRP78 ERSR act: -4%

What do the screens show for `COc1ccc(CNc2ncnc3ccc(-c4ccccc4C#N)cc23)c(OC)c1`?
GRP78 ERSR act: -6%

Results for COc1ccc(C(=O)N2CCC3(CCN(CC(C)C)CC3)CC2)cc1 ?
GRP78 ERSR act: -2%

What do the screens show for `CCC(C)C(NC(=O)C(Cc1ccc(O)cc1)NC(=O)C(N)C(C)C)C(=O)NC(Cc1cnc[nH]1)C(=O)N1CCCC1C(=O)NC(Cc1ccccc1)C(=O)O` (centres undefined)?
GRP78 ERSR act: 1%

How did O=C(O)COc1ccccc1/C=N/NC(=O)c1ccncc1 do in these assays?
GRP78 ERSR act: -5%

How did CN(C)CC(C)(C)CNC(=O)c1cnn(-c2nccc(-c3ccc4c(c3)OCO4)n2)c1-c1ccco1 do in these assays?
GRP78 ERSR act: -4%

What do the screens show for `O=C(NCC1CCC2(CCN(Cc3cnn(-c4ccc(F)cc4)c3)CC2)O1)c1ccccc1` (centres undefined)?
GRP78 ERSR act: 1%

What do the screens show for `COc1ncc2nc(-c3cc(F)cc(F)c3)c(=O)n(-c3ccccc3)c2n1`?
GRP78 ERSR act: -2%

What do the screens show for `CCN(Cc1ccncc1)Cc1ccc2c(c1)CN(C(=O)c1cccc3c(C)c(C)[nH]c13)CCO2`?
GRP78 ERSR act: -6%

How did Cc1noc(C)c1C(=O)N1CCC2(CCCN(Cc3ccccc3)C2)CC1 do in these assays?
GRP78 ERSR act: -3%

What do the screens show for `Cc1ccccc1-c1cncnc1NCc1cccs1`?
GRP78 ERSR act: -2%

Results for O=C(c1cnccn1)N1CCC2(CCCN(Cc3ccncc3)C2)CC1 ?
GRP78 ERSR act: -3%

Results for C=C(CCC12O[C@H](C(=O)O)[C@@](O)(C(=O)O)[C@](C(=O)O)(O1)[C@H](OC(=O)/C=C/[C@@H](C)C[C@@H](C)CC)[C@H]2O)[C@@H](OC(C)=O)[C@H](C)Cc1ccccc1 ?
GRP78 ERSR act: -1%

What do the screens show for `COC(=O)C1=C(C)NC(COC(N)=O)=C(C(=O)OC(C)C)C1c1cccc(Cl)c1Cl` (centres undefined)?
GRP78 ERSR act: -4%

How did OCc1ccccc1O do in these assays?
GRP78 ERSR act: -3%

How did N#Cc1ccc(CN2CCC3(CC2)CCN(S(=O)(=O)c2ccccc2)CC3)cc1 do in these assays?
GRP78 ERSR act: -2%

Results for O=C(c1csnn1)N1CCC2(CC1)CCN(c1ccccn1)CC2 ?
GRP78 ERSR act: -3%

Results for Oc1cccc(O)c1O ?
GRP78 ERSR act: 0%

Results for C=Cc1ccc(S(=O)(=O)O)cc1 ?
GRP78 ERSR act: -4%

What do the screens show for `C/C(=C(/CCOC(=O)c1ccccc1)SS/C(CCOC(=O)c1ccccc1)=C(\C)N(C=O)Cc1cnc(C)nc1N)N(C=O)Cc1cnc(C)nc1N`?
GRP78 ERSR act: inconclusive

Results for COc1ccc(-c2nc3cc(C)ccc3cc2CN(C(=O)c2cc(C)nn2C)C2CC2)cc1OC ?
GRP78 ERSR act: -1%

How did CO/N=C1/[C@H]2O[C@@H]2[C@@H](O)[C@H]2[C@H]1CCn1c(=O)n(-c3ccccc3)c(=O)n12 do in these assays?
GRP78 ERSR act: -4%

Results for O=C(/C=C/c1ccc(F)cc1)NCC1Cc2cccc(-c3ncccn3)c2O1 (centres undefined) ?
GRP78 ERSR act: -3%

How did O=C(O)c1ccc(OCCCOc2ccc(C(=O)O)cc2)cc1 do in these assays?
GRP78 ERSR act: -3%&-3%

What do the screens show for `O=C(NCc1ccccn1)c1cnn(-c2nccc(-c3cc4ccccc4o3)n2)c1C1CC1`?
GRP78 ERSR act: -3%

What do the screens show for `Cc1cccc2c(N3CCCC3)nc(CNS(=O)(=O)c3ccccc3F)nc12`?
GRP78 ERSR act: -5%

How did CCNc1ncc2nc(-c3ccc(F)cc3)c(=O)n(Cc3ccc(F)cc3)c2n1 do in these assays?
GRP78 ERSR act: 0%

Results for c1ccc2c(N3CCNCC3)nc(-c3ccc4c(c3)OCO4)nc2c1 ?
GRP78 ERSR act: -5%

Results for COC(=O)C(C(C)=O)C(NC(=O)NCc1ccccc1)c1ccccc1 (centres undefined) ?
GRP78 ERSR act: -3%

How did S=c1ccss1 do in these assays?
GRP78 ERSR act: -3%

What do the screens show for `CCn1c(-c2ccccc2F)nc2cc(NC(C)=O)cc(C(=O)N3CCCCC3c3nccn3C)c21` (centres undefined)?
GRP78 ERSR act: -3%

Results for [O]=[Bi][O][Bi]=[O] ?
GRP78 ERSR act: -4%

Results for C[C@]12CC[C@H]3c4ccc(OC[C@H]5CO5)cc4CC[C@H]3[C@H]1CC[C@@H]2O ?
GRP78 ERSR act: -4%

How did CC(C)C[C@H](NC(=O)[C@@H]1CCCN1C(=O)[C@H](Cc1ccccc1)NC(=O)[C@H](C)NC(=O)[C@H](CCC(=O)O)NC(=O)[C@H](C)NC(=O)[C@H](CO)NC(=O)[C@H](CCC(=O)O)NC(=O)[C@H](CC(=O)O)NC(=O)[C@H](CCC(=O)O)NC(=O)[C@H](C)NC(=O)CNC(=O)[C@H](CC(N)=O)NC(=O)[C@@H]1CCCN1C(=O)[C@H](Cc1ccc(O)cc1)NC(=O)[C@@H](NC(=O)[C@H](CCCCN)NC(=O)[C@@H](NC(=O)[C@@H]1CCCN1C(=O)[C@@H](N)CCCNC(=N)N)C(C)C)C(C)C)C(=O)N[C@@H](CCC(=O)O)C(=O)N[C@@H](Cc1ccccc1)C(=O)O do in these assays?
GRP78 ERSR act: -4%

How did COc1ccccc1CN1CCC2(CC1)CCN(C(=O)c1cccn1C)CC2 do in these assays?
GRP78 ERSR act: -5%

Results for O=c1c(-c2ccccc2)nc2cncnc2n1Cc1ccccc1Cl ?
GRP78 ERSR act: -5%

Results for C[C@@]12C=Cc3occc3[C@H]1CC[C@@]13C[C@@H](CC[C@H]12)[C@@](O)(CO)C3 ?
GRP78 ERSR act: 0%

Results for COC(=O)N1CCC[C@@]2(CCN(C(=O)NC(C)C)C2)C1 ?
GRP78 ERSR act: -3%

Results for COCCn1c(=O)c(CCc2ccccc2)nc2cnc(Nc3ccccc3)nc21 ?
GRP78 ERSR act: -4%

What do the screens show for `CC(C)(C)N1C(=O)[C@H]2[C@@H]3[C@H](O)[C@H](O)CC(=O)[C@H]3CC[C@H]2C1=O`?
GRP78 ERSR act: -5%&-4%

How did CN(C)Cc1ccccc1-c1ccc2ncnc(NCc3ccccc3)c2c1 do in these assays?
GRP78 ERSR act: -3%

Results for O=c1[nH]c(=O)n(C2CC(O)C(CO)O2)cc1F (centres undefined) ?
GRP78 ERSR act: -2%

How did CC1=CC(=O)C2C(C)(C)CCC[C@@]2(C)[C@@]1(O)CCc1ccoc1 (some centres undefined) do in these assays?
GRP78 ERSR act: -2%

Compound activity from PubChem.

An excerpt (hit frequency here may not be typical).
